# RXFP1 antagonist = blocks the human relaxin receptor RXFP1; Q9HBX9; HEK293-RXFP1, relaxin-stimulated cAMP HTRF, 30 min; active compounds read low; activity change, negative = inhibition, % at 57.5 µM; 350,000 tested, 0.59% active;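 active = activity change of -60% or lower, but not beyond a set lower limit; inconclusive = change between -60% and -40%, or beyond the set limit; inactive = change above -40%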; also: % is scaled to controls: 0 for no effect and ±100 for the full control effect
# RXFP1 ag = agonists of human relaxin receptor RXFP1. Q9HBX9. HEK293T-RXFP1 cAMP TR-FRET, 30 min; response scale: percent of porcine relaxin response, buffer zero. Potency, µM (top dose mostly 57.5 µM), without a hit: at the top dose activation, most hits filed as activators. 370,000 tested, 0.3% active. AID 2676; also: potency is read from the fitted curve at half-maximal effect; % is scaled to controls: 0 for no effect and ±100 for the full control effect; nearly all actives have a fitted effect of over 60% in size; many of its hits are not listed in these tables
#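 cAMP rise read by TR-FRET after 30 min, 37C compound exposure (up to 58 uM) in RXFP1-transfected HEK293 cells with Ro 20174 present. EC50 from Hill-equation fits, with 29 nM porcine relaxin as 100% and buffer as basal.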
# Glioma ERSR ind = ER stress response induction in glioma. U87-MG GRP78 promoter luciferase reporter, 16 h. Potency, µM, inactives show at the highest dose activation, usual class: activators. 420,000 tested, 0.02% active. AID 602332; also: potency is read from the fitted curve at half-maximal effect; series mostly up to about 76 µM; % of control where 0% means no effect; nearly all actives have a fitted effect of over 35% in size
#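 Stably transfected U87-MG glioma cells carrying a GRP78-based luciferase sensor; 16 h compound incubation. Luminescence end-point read 10 min after Bright-Glo addition at room temperature.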
# D1 PAM = human D1 dopamine receptor positive modulation | AID 504651 | potentiation, % at 10 µM | 360,000 tested, 0.036% active | HEK293 TREx D1 cells, calcium flux, dopamine EC20 potentiation; in the data active = potentiation above about 30%; also: 0% is about no effect
# Target sequence (P21728 whole entry, looked up): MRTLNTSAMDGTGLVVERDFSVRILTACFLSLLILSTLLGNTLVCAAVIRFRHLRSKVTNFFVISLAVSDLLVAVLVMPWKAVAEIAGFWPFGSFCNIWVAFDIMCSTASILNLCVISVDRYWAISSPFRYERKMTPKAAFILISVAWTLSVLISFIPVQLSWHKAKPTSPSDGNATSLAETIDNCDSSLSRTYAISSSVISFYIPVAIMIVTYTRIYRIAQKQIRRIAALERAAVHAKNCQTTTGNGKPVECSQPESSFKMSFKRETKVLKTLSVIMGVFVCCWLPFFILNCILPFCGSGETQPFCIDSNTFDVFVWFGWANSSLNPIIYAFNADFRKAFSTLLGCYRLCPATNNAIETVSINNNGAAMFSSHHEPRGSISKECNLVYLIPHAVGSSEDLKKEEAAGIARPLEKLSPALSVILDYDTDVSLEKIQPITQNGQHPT
# D1 ag = agonists of human D1 dopamine receptor | activation, % at 2 µM | AID 504660 | P21728 | HEK293 T-REx D1 cells, calcium flux, agonist mode | 360,000 tested, 1% active; in the data active = activation above about 30%; also: 0% is about no effect
#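 Agonism was scored from calcium flux recorded over 180 s (1 read/s) after pintool compound addition, following a 10-cycle baseline. Cells were inducible force-coupled HEK293 TREx D1, plated overnight at 30 C and loaded with no-wash calcium dye.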
# Vif-A3F inh = Vif-A3F binding inhibition; Potency, µM (top dose mostly 46.1 µM), for inactives: at the highest dose activity, negative = active; HeLa A3F-eYFP + Vif (tagged APOBEC3F with the HIV-1 protein that degrades it), YFP fluorescence increase; AID 602313; 390,000 tested, 0.2% active; also: potency is read from the fitted curve at half-maximal effect; % of control where 0% means no effect; nearly all actives have a fitted effect of over 65% in size
#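 HeLa cells stably expressing A3F-eYFP plus Vif, plated and incubated overnight at 37 deg C, then exposed to compounds overnight at 37 deg C. Blocked degradation read as raised yellow fluorescence (Ex 488/Em 500-530).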
# Vif-APOBEC3G blk = inhibitors of Vif-APOBEC3G interaction | Q9HC16 | HeLa A3G-eYFP + Vif (tagged APOBEC3G with the HIV-1 protein that degrades it), YFP fluorescence, overnight | Potency, µM (doses to about 46.1 µM), inactives show at the top dose activity, negative = active, most hits filed as inhibitors | 410,000 tested, 0.076% active;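 also: potency is read from the fitted curve at half-maximal effect; % is scaled to controls: 0 for no effect and ±100 for the full control effect; nearly all actives have a fitted effect of over 60% in size; hits raise eYFP signal because A3G escapes Vif-driven loss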
#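 Read-out is eYFP fluorescence (Ex 488/Em 500-530) from Vif-expressing HeLa A3G-eYFP cells; more signal means A3G escaped Vif-mediated degradation. Cells plated overnight, compound pinned in, incubated overnight at 37 deg C.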
# D1 antagonist = human D1 dopamine receptor antagonism; HEK293 TREx D1 cells, calcium flux, dopamine EC80; active compounds read low; activity change, negative = inhibition, % at 10 µM; 360,000 tested, 3.2% active; in the data active = activity change below about -30%; also: % is scaled to controls: 0 for no effect and ±100 for the full control effect
#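 HEK293 T-REx cells expressing inducible, force-coupled D1 receptor; no-wash Ca dye, 30–90 min RT. Cmpd → 180 s read at 1 Hz → EC80 DA → 180 s read.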
# D2 PAM = D2 dopamine receptor (human) potentiation | AID 485347 | 340,000 tested, 0.34% active | potentiation, % at 10 µM | P14416 | HEK293 T-REx D2, calcium flux, EC20 dopamine potentiation;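 active = potentiation over 3 SD above the plate norm, cut at about 30% in these data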; also: 0% is about no effect
# Target sequence (P14416 whole entry, looked up): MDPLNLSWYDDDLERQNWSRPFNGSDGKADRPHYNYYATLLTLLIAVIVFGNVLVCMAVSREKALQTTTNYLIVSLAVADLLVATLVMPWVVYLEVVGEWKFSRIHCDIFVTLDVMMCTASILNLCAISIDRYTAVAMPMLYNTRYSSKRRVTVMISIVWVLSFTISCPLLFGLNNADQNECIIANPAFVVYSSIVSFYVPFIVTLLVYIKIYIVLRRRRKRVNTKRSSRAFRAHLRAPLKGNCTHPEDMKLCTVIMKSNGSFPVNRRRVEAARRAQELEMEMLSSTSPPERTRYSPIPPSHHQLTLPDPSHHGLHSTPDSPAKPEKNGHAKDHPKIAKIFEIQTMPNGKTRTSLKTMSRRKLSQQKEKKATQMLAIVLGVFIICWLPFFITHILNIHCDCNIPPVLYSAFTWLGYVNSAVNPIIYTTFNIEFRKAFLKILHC
#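 Cells plated with tetracycline inducer and held overnight at 30 C; calcium dye loaded 30–90 min at room temperature; baseline taken, compound added and read 180 s; EC20 dopamine then added and read 180 s.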
# * hit, by the source's call; ? = inconclusive; . = no result given; & = joins results of further samples. Unless noted, calls follow the shape of the dose curve; as a rule, active = well fitted curve in the direction sought with a large enough effect; inconclusive = small, poorly fitted or top-dose-only effect, or another doubt; inactive = no such curve, though single readings can be large; an effect the other way counts as inactive or inconclusive.
entry	compound	RXFP1 antagonist	RXFP1 ag	Glioma ERSR ind	D1 PAM	D1 ag	Vif-A3F inh	Vif-APOBEC3G blk	D1 antagonist	D2 PAM
1	Cc1cnc(NC(=O)CSc2nnc(Cc3ccccc3)n2C)s1	-10	-0.5%	-3%	5	3	-5%	-1%	2	-1
2	CCCCCNC(=O)c1cc(S(=O)(=O)N2CCCC2)ccc1F	2	2.7%	-4%	2	0	3%	0%	1	-4
3	CCN(Cc1ccccc1)C(=O)COC(=O)c1cnc(C)cn1	-4	1.4%	1%	-1	5	2%	-4%	-25	-4
4	Cc1cc(N2CCCC2=O)cc(C)c1S(=O)(=O)NCCOc1ccccc1	2	-1.3%	-3%	-4	4	-2%	0%	-10	3
5	Cc1cccc(C)c1OCC(O)CNC(C)(C)C (stereo not drawn)	-5	2.6%	-4%	2	5	-6%	4%	28	-3
6	Cc1c(Br)cnn1C(C)C(=O)N1CCN(c2ccc(F)cc2)CC1 (stereo not drawn)	-1	-1.2%	-1%	-3	1	9%	-5%	5	0
7	Cc1nc(Sc2ccccc2)c(C#N)cc1-c1ccccc1	-9	0.3%	1%	.	.	2%	3%	.	.
8	COc1ccc(CCNC(=O)c2cc(-c3ccccc3)c(N3CCOCC3)s2)c(OC)c1OC	-7	2.6%	1%	-2	0	-7%	3%	18	-2
9	O=C(COC(=O)c1ccc(F)cc1)Nc1ccc2c(c1)OCO2	6	.	5%	.	.	0%	-1%	.	.
10	O=C(Nc1ccc(S(=O)(=O)N2CCCC2)cc1)c1cncc(Br)c1	2	0.1%	-6%	-3	1	7%	-2%	-7	-2
11	C=CCNC(=O)N1CCc2[nH]c3ccc(F)cc3c2C1	3	-2.1%	-4%	-2	0	-7%	-7%	-12	13
12	CC(OC(=O)CCCCCN=C1NS(=O)(=O)c2ccccc21)C(=O)Nc1cc(Cl)cc(Cl)c1 (stereo not drawn)	4	0.4%	-3%	0	-2	0%	-3%	-3	-9
13	COc1ccc(C(=O)NC2CCCc3c2cnn3-c2cccc(C)c2C)o1 (stereo not drawn)	-3	2.9%	-3%	-4	3	11%	1%	-19	7
14	CSc1ccccc1NC(=O)c1cccs1	-5	2.3%	12%	-8	2	-3%	0%	-65*	.
15	CS(=O)(=O)N1CCN(Cc2ccccc2C(F)(F)F)CC1	2	-0.7%	-6%	5	2	-2%	-2%	-8	-4
16	CC(Oc1ccc(Cl)cc1Cl)C(=O)NCCCCc1ccccc1 (stereo not drawn)	-30	1.5%	-7%	-3	11	-10%	-3%	17	3

# Some of these compounds in order of their number in Vif-APOBEC3G blk, low to high:
entry	compound	RXFP1 antagonist	RXFP1 ag	Glioma ERSR ind	D1 PAM	D1 ag	Vif-A3F inh	Vif-APOBEC3G blk	D1 antagonist	D2 PAM
12	CC(OC(=O)CCCCCN=C1NS(=O)(=O)c2ccccc21)C(=O)Nc1cc(Cl)cc(Cl)c1 (stereo not drawn)	4	0.4%	-3%	0	-2	0%	-3%	-3	-9
10	O=C(Nc1ccc(S(=O)(=O)N2CCCC2)cc1)c1cncc(Br)c1	2	0.1%	-6%	-3	1	7%	-2%	-7	-2
14	CSc1ccccc1NC(=O)c1cccs1	-5	2.3%	12%	-8	2	-3%	0%	-65*	.

# Next structures follow.
entry	compound	RXFP1 antagonist	RXFP1 ag	Glioma ERSR ind	D1 PAM	D1 ag	Vif-A3F inh	Vif-APOBEC3G blk	D1 antagonist	D2 PAM
17	Oc1c(C(c2ccc(F)cc2)N2CCN(Cc3ccccc3)CC2)sc2nc(-c3ccco3)nn12 (stereo not drawn)	-7	0.4%	-5%	0	1	3%	-4%	.	-8
18	COCCNC(=S)N(CCCO)Cc1cc2cc3c(cc2[nH]c1=O)OCO3	-4	.	2%	.	.	-6%	-1%	.	.
19	CN(C)CCn1c(N)nc2ccccc21	0	-0.9%	-1%	-2	4	14%	1%	-1	-2
20	CCn1c(SCC(=O)NC2CC2)nnc1-c1ccccn1	3	1.7%	10%	0	1	1%	-1%	-25	2
21	COc1ccc2c(c1)c1ncn(Cc3ccc(F)cc3)c(=O)c1n2C	1	2.5%	-1%	1	0	-10%	0%	-6	0
22	CC(=O)C(N=Nc1ccccc1)(Sc1nnc(-c2ccccc2)n1-c1ccccc1)C(C)=O	3	-1.0%	11%	1	8	-3%	0%	-32*	3
23	CC[C@@H]1[C@H]2CCCC(=O)N3CC[C@@H](C[C@@H]1OC(=O)Nc1ccccc1)[C@@H]23	.	0.8%	-2%&-1%	-6	2	-7%	0%&1%	-11	8
24	CC(C)CN(C(=O)COc1ccc([N+](=O)[O-])cc1)c1c(N)n(CC(C)C)c(=O)[nH]c1=O	-6	-0.9%	-1%	1	4	-2%	-1%	1	-3
25	CC(C)Cn1c(=O)c2c(nc3n2CCCN3CCc2ccccc2)n(C)c1=O	-2	0.8%	-2%	-1	3	3%	-7%	9	8
26	COc1ccc(NC(=O)c2cccc3c2C(=O)N(C2CCCCC2)C3)cc1	-30	-1.0%	1%	-3	1	-3%	-7%	0	-12
27	COc1cc(O)c(C(=O)/C=C/c2ccccc2)c(OC)c1	.	0.5%	?	-3	2	-1%	-29%	-56*	.
28	Fc1ccccc1N1CCN(c2ncc3c(n2)CCN(Cc2cc(Br)cs2)C3)CC1	-19	0.5%	-2%	0	0	-8%	3%	-11	1
29	Cc1c(Br)c(C(F)(F)F)nn1CC(=O)N(C)C1CCCCC1	3	2.0%	-3%	-8	0	0%	-5%	-14	-2
30	COc1ccc(CN(N=O)C2CC(=O)N(c3ccc(OC)cc3)C2=O)cc1 (stereo not drawn)	20	3.0%	2%	-2	10	7%	5%	-10	8
31	Cc1c(Cl)cccc1NC(=O)CSc1nc(=O)[nH]c2c1CCCC2	3	0.7%	-2%	4	-1	0%	3%	.	3
32	Cc1nc2sc3c(c2c(=O)n1/N=C/c1ccco1)CCCC3	14	-0.5%	-2%	9	0	1%	0%	1	11
33	COc1ccc(NC(=O)/C=C/c2ccccc2)c([N+](=O)[O-])c1	14	6.2%	4%	-12	4	-10%	-17%	3	.
34	O=C(/C=C/c1cccc(Br)c1)N1CCN(c2ccccn2)CC1	-27	3.9%	-3%	-4	5	2%	-7%	3	-5
35	COc1ccc(Cl)cc1NC(=O)CCc1ccccc1	3	1.5%	-4%	-1	-2	0%	-1%	.	-18
36	CN1CCN(C(=O)/C(=C/c2ccc(F)cc2)NC(=O)c2ccccc2)CC1	-4	0.4%	-2%	.	6	3%	-5%	11	-3
37	Cc1cc(-c2ccccc2)nc(=O)[nH]1	-5	1.9%	4%	1	0	-15%	1%	-11	-1
38	Cn1c2ccccc2c(=O)c2ccc(F)cc21	.	6.6%	0%&4%	-3	1	2%	8%&2%	10	7
39	COc1ccccc1N1CCN(CC(=O)NCc2ccc(Cl)cc2)CC1	10	-0.2%	-5%	1	4	5%	2%	-2	-30
40	CNC(=S)NNC(=O)c1oc2nc(-c3ccccc3)cc(C)c2c1N	-1	0.0%	-4%	5	0	7%	1%	9	-1

# Grouped by structure, the compounds so far containing two or more sulfur atoms.
entry	compound	RXFP1 antagonist	RXFP1 ag	Glioma ERSR ind	D1 PAM	D1 ag	Vif-A3F inh	Vif-APOBEC3G blk	D1 antagonist	D2 PAM
1	Cc1cnc(NC(=O)CSc2nnc(Cc3ccccc3)n2C)s1	-10	-0.5%	-3%	5	3	-5%	-1%	2	-1
14	CSc1ccccc1NC(=O)c1cccs1	-5	2.3%	12%	-8	2	-3%	0%	-65*	.

# Going on with the list.
entry	compound	RXFP1 antagonist	RXFP1 ag	Glioma ERSR ind	D1 PAM	D1 ag	Vif-A3F inh	Vif-APOBEC3G blk	D1 antagonist	D2 PAM
41	COc1ccc(-c2noc(CSc3nnc(Cc4ccccc4)n3-c3cccc(C)c3)n2)cc1	.	-1.5%	0%	-2	21	2%	-3%	-25	-7
42	O=C(O)c1cccc([N+](=O)[O-])c1C(=O)Nc1nc2ccccc2s1	-1	-0.8%	-5%	2	4	-15%	-3%	-11	15
43	CCOc1ccccc1NC(=O)CN1C(=O)CSC(C)C1=O (stereo not drawn)	-9	-0.9%	-3%	2	1	-8%	2%	-1	1
44	COc1ccc2[nH]cc(CCNC(=O)c3ccco3)c2c1	.	-0.2%	0%	0	0	4%	-5%	.	.
45	O=C(CSc1cccc2cccc(Cl)c12)OCC(=O)N1CCN(C(=O)c2ccco2)CC1	-3	13%	-6%	-1	0	-10%	0%	-8	18
46	CCOc1ccc(Cn2c(CNS(=O)(=O)c3ccc(C(C)(C)C)cc3)nc3cccnc32)cc1	-15	0.0%	1%	4	3	-3%	-2%	2	3
47	Cc1nc(C)c(-c2ccc(SCc3ccccc3F)nn2)s1	-4	2.2%	-1%	0	1	-1%	-1%	-11	5
48	O=C(CS(=O)(=O)Cc1ccccc1)Nc1nnc(C2CCCCC2)s1	-9	-0.9%	2%	-3	2	-3%	3%	-3	-2

# Full records from above. Order of values: RXFP1 antagonist, RXFP1 ag, Glioma ERSR ind, D1 PAM, D1 ag, Vif-A3F inh, Vif-APOBEC3G blk, D1 antagonist, D2 PAM
# CN(C)CCn1c(N)nc2ccccc21 in the list: 0, -0.9%, -1%, -2, 4, 14%, 1%, -1, -2
# Cc1c(Br)c(C(F)(F)F)nn1CC(=O)N(C)C1CCCCC1 in the list: 3, 2.0%, -3%, -8, 0, 0%, -5%, -14, -2

# Further entries.
entry	compound	RXFP1 antagonist	RXFP1 ag	Glioma ERSR ind	D1 PAM	D1 ag	Vif-A3F inh	Vif-APOBEC3G blk	D1 antagonist	D2 PAM
49	Cc1ccc(S(=O)(=O)N2CCC(C(=O)N3CCCCCCC3)CC2)cc1	-4	.	2%	.	.	-16%	-2%	.	.
50	CC(=NNC(=O)c1cc(C)nc2ccccc12)c1ccc(N2CCOCC2)cc1	-8	.	-3%	.	.	-3%	-5%	.	.
51	COc1ccc(N=C/C=C2\C=C(c3ccccc3)OC(C)(C)O2)cc1	-18	-0.3%	-1%	-3	-2	-14%	-2%	-1	-8
52	c1coc(-c2nc(N=C3N=c4ccccc4=N3)[nH]c2-c2ccco2)c1	11	.	-1%	.	.	1%	1%	.	.
53	COc1ccc(C(C)NC(=O)C2CCCO2)cc1OC (stereo not drawn)	-1	0.6%	-4%	2	2	1%	0%	8	-4

# Not all compounds are listed. The share of hits here may be higher or lower than overall.
